Tn7 DDE FP = disrupts Tn7 cyclic peptide binding to fibrin D-Dimer-E complex; P02675; FP displacement of FITC-Tn7 peptide from fibrin DD(E); 0% = median of compound wells per plate; inhibition, % at 8.3 µM; 0.13% of 370,000 active; AID 720508;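 active = inhibition above the mean of compounds falling within the control limits plus 3 SD of them, cut at about 14% in these data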;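 note: 0% = plate median of compound wells and 100% = 10 µM Aha-Tn7 peptide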
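Measure: % inhibition scaled between sample-field median and high-control FP; Test system: human fibrin DD(E); Quantity: 2 µM final DD(E) protein; Doses: one dose, 8.3 µM nominal; Schedule: compound with protein 10 min, then 3 h after probe, room temperature; Detection: fluorescence polarization; Medium: Tris buffer with calcium and detergent, pH 7.8.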
proKLK7 act = activators of human kallikrein-7 zymogen. P49862. purified proKLK7, EDANS-DABCYL substrate fluorescence; 100% is mature enzyme control, 0% vehicle. activation, % at 7 µM. 0.9% of 370,000 active. AID 652039;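 active = activation above the mean of all tested compounds plus 3 SD, computed per campaign excluding outliers beyond control limits, cut at about 13% in these data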
Target sequence (P49862 whole entry, looked up): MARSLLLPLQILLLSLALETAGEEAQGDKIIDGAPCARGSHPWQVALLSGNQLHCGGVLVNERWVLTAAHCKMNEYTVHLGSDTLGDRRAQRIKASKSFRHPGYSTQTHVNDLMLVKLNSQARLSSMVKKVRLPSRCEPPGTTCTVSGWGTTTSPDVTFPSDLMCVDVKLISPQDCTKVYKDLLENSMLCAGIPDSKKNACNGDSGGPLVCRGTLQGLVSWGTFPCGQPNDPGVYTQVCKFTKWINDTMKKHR
MBD2 DNA inh = MBD2-methylated oligo binding inhibition; Q9UBB5; AID 686964; 0.31% of 370,000 active; inhibition, % at 4.4 µM; TR-FRET, MBD2 binding to methylated oligonucleotide; in the data active = inhibition above about 13%
LEDGF integ inh = blocks HIV-1 LEDGF/p75-dependent DNA integration; TR-FRET IN-LEDGF/p75 DNA integration, Eu/Cy5; inhibition, % at 3.7 µM; 0.64% of 370,000 active;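 active = inhibition above the screen-wide mean plus 3 SD, cut at about 13% in these data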;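 note: signal is the Cy5 over europium emission ratio at 671 and 618 nm; 0% = plate median of compound wells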
TDP2 absorb = blocks human TDP2 phosphodiesterase activity; O95551; recombinant TDP2, T5PNP hydrolysis, p-nitrophenol absorbance 415 nm; inhibition, % at 12.8 µM; 0.34% of 370,000 active;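 active = inhibition above the mean of all tested compounds plus 3 SD, set per campaign, cut at about 25% in these data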;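 note: 0% = DMSO with enzyme and 100% = buffer with substrate but no TDP2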
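Assay system: Recombinant human TDP2 | Quantity: 120 nM TDP2 per well | Incubation: 2 h at 37 °C | Signal: Epi absorbance | Evaluation: Percent inhibition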
UHRF1 binding = UHRF1 methyl-DNA binding inhibition; UHRF1 binding to methylated oligo, TR-FRET; inhibition, % at 4.4 µM; 0.75% of 370,000 active; in the data active = inhibition above about 21%;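 note: UHRF1 SRA domain binding a hemimethylated CpG hairpin DNA probe; 0% = median of test compound wells and 100% = reference inhibitor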
TCR-CD3 inh = human TCR-CD3 binding inhibition; AID 651800; inhibition, % at 9.4 µM; TAMRA-labeled TCR probe fluorescence, biochemical; 0.37% of 360,000 active; in the data active = inhibition above about 19%;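 note: recombinant mutant TCR 2C K166C tagged with TAMRA read by polarization; 0% = receptor in buffer alone and 100% = receptor with positive control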
Tn6 DDE FP = inhibitors of Tn6 peptide binding to human fibrin DD(E) | inhibition, % at 8.3 µM | Fibrin DD(E) TRITC-Tn6 fluorescence polarization displacement | 0.21% of 370,000 active;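 active = inhibition above a per-campaign cutoff: mean of compounds within control limits plus 3 SD, cut at about 15% in these data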;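 note: 0% = median of all compound wells on the plate and 100% = blocking peptide control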
PRMT1 inh = PRMT1 (human) inhibition, primary screen; Q99873; recombinant PRMT1, activity-based probe fluorescence polarization; inhibition, % at 2.79 µM; 1.3% of 370,000 active; AID 652257;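 active = inhibition above about 21% made by adding two undisclosed values, limit read from the data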
SIAE inh = human SIAE inhibition, primary screen; Q9HAT2; 0.69% of 370,000 active; inhibition, % at 9.66 µM; SIAE FP-Rh probe binding, fluorescence polarization; AID 1053197;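 active = inhibition above a cutoff: mean of compounds within the control limits plus 3 SD of those, cut at about 17% in these data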;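 note: 0% = plate median of compound wells and 100% = probe without SIAE protein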
Target sequence (Q9HAT2 whole entry, looked up): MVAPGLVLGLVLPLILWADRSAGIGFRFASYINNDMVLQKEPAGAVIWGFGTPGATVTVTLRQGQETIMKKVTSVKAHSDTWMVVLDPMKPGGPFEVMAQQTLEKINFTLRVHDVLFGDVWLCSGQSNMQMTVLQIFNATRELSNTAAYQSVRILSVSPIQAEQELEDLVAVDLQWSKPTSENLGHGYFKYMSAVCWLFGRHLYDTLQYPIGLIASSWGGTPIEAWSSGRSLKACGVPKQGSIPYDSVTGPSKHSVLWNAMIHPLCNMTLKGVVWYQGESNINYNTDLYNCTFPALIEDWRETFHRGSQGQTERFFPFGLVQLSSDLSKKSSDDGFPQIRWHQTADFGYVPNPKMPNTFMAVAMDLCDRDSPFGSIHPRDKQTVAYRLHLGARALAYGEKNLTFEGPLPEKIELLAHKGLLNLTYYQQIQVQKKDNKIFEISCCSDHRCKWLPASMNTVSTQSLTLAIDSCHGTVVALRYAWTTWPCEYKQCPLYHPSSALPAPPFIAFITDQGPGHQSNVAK
* marks the source's active call; other numbers are inactive results; x = not tested or not shown. No enrichment for hits; overall some 4.6% were active at least once.

SMILES	Tn7 DDE FP	proKLK7 act	MBD2 DNA inh	LEDGF integ inh	TDP2 absorb	UHRF1 binding	TCR-CD3 inh	Tn6 DDE FP	PRMT1 inh	SIAE inh
Cc1cccc(NC(=O)C2CC(O)CN2C(=O)OCc2ccccc2)c1 (stereo not given)	-3.5	-0.7	-1.7	-2.1	0.1	-2.2	4.9	6.4	-1.0	-3.3
O=S1(=O)CC2c3ccc(F)cc3CN2CN1C1CCCC1 (stereo not given)	0.1	0.1	5.8	0.4	-6.1	0.4	x	0.4	6.2	1.7
CCn1c(=O)n(CC)c2cc(N3CCCC3)c(NC(=O)c3ccccc3)cc21	-7.1	1.6	-1.2	-0.1	-2.1	1.7	4.1	-6.4	2.6	-4.0
Cc1cccc(-c2noc(CN(C(=O)C(c3ccccc3)c3ccccc3)C(C)C)n2)c1	10.9	-0.1	-4.7	-3.5	-6.8	-1.6	5.1	4.8	-1.1	-7.2
COc1ccc(CN(C)C(=O)c2ccc(Cl)c(S(=O)(=O)NCc3cccnc3)c2)cc1F	5.6	0.4	-9.7	2.2	4.0	-0.1	5.7	-1.0	-2.1	6.2
CC(C)(C)c1ccc(COc2ccsc2C(=O)O)cc1	-6.6	0.6	-1.6	-1.7	7.7	-1.1	2.9	4.1	-1.1	0.6
CC(=O)N1CC(=O)N(OCc2ccccc2)C1c1ccc(Cl)cc1Cl (stereo not given)	0.1	-0.1	2.6	1.1	-19.0	1.6	2.5	-0.6	2.4	1.7
O=S(=O)(c1ccccc1)c1nc(-c2cccc(Cl)c2)oc1N1CCOCC1	1.6	-0.4	4.5	-1.3	2.0	0.6	-12.5	0.5	6.1	10.0
C[C@@H]1CN([C@@H](C)CO)C(=O)c2cc(Br)cnc2O[C@H]1CN(C)Cc1ccccc1C(=O)O	4.8	0.0	-3.4	4.4	9.6	-1.1	7.9	-2.1	-0.6	4.0
COc1ccc(C(CC(=O)O)NC(=O)COc2ccc(C)cc2)cc1OC (stereo not given)	0.7	0.3	9.4	1.0	-14.6	8.3	-6.5	-1.5	2.6	19.1*
O=C(CSc1ccc2ccccc2n1)c1ccc2c(c1)OCO2	-8.8	-2.3	-6.2	0.4	-22.1	0.6	0.9	-3.4	-1.9	-8.6
CCCc1nnc(SCC(=O)N2CCCCC2C)n1CCCOC (stereo not given)	4.3	-0.1	1.2	-4.0	4.5	1.6	3.5	0.1	-2.9	8.2
CN(c1ccccc1)S(=O)(=O)c1cccc(C(=O)NCc2ccccc2)c1	4.9	0.5	0.1	1.0	7.4	-0.6	-1.7	-1.2	1.2	-2.5
C=CCC1(CC=C)CCCN1C(=O)c1ccc2oc(CCCC)nc2c1	1.4	-0.1	4.7	-1.1	-1.1	2.2	-4.1	-1.1	3.7	1.8
O=C(NNc1c(Cl)cc(Cl)cc1Cl)C1CCC1	-0.6	-0.1	1.3	-1.4	5.8	-1.8	-8.0	-4.3	-2.7	4.1
CN(CC(=O)Nc1ccc2c(c1)OCCO2)Cc1nc2ccccc2c(=O)[nH]1	-2.8	0.6	2.0	-3.2	0.0	-1.5	-0.4	-3.0	1.8	3.6
Cc1cc(O)c(C(C[N+](=O)[O-])c2ccc(Cl)cc2)c(=O)o1 (stereo not given)	-1.4	0.0	7.2	-1.8	-3.0	4.7	8.2	-3.4	3.7	-0.3
CCn1cc(C(=O)N[C@@H](CCSC)C(=O)NCCCO)c(=O)c2cc3c(cc21)OCO3	-3.8	0.3	3.6	0.1	11.6	-0.7	4.9	6.6	-2.3	4.5
N#CCC[C@H]1CC[C@]2(CCCN(c3ccccc3)C2)O1	-6.2	-0.1	-7.2	2.1	-1.1	3.0	x	3.7	-1.8	5.0
CNC[C@@H]1OCc2cnnn2CCCC(=O)N([C@H](C)CO)C[C@H]1C	7.3	-0.6	-1.2	-6.5	14.9	-1.4	-3.6	-6.7	1.0	2.0
O=C(NCCN1CCN(c2ccccc2)CC1)Nc1cccc(Br)c1	3.2	0.0	0.1	2.4	10.3	0.4	-0.2	3.8	-3.6	6.4
COc1cc(C2Nc3ccccc3C(=O)N2c2ccccc2OC)ccc1O (stereo not given)	6.3	13.5*	-0.7	-5.2	-7.1	-2.7	1.8	0.5	-0.3	1.7
CCOC(=O)c1sc(C(=O)OCC)c(OCCO)c1OCCO	-10.6	0.3	2.8	1.0	-11.7	2.3	-1.9	6.4	0.1	2.5
O=C(CCN1C(=O)COc2ccccc21)N1CCN(c2ccccc2)CC1	-6.4	0.1	-3.6	-0.5	-7.9	5.2	-6.3	-4.5	5.4	0.8
COc1ccc(S(=O)(=O)N2CCOCC2)cc1NC(=O)CCCSc1ccccc1	-2.2	0.3	-1.4	-3.3	-3.8	-1.1	3.9	3.3	-6.2	-4.4

Not a retest: entries from further up.
SMILES	Tn7 DDE FP	proKLK7 act	MBD2 DNA inh	LEDGF integ inh	TDP2 absorb	UHRF1 binding	TCR-CD3 inh	Tn6 DDE FP	PRMT1 inh	SIAE inh
COc1ccc(CN(C)C(=O)c2ccc(Cl)c(S(=O)(=O)NCc3cccnc3)c2)cc1F	5.6	0.4	-9.7	2.2	4.0	-0.1	5.7	-1.0	-2.1	6.2
CC(C)(C)c1ccc(COc2ccsc2C(=O)O)cc1	-6.6	0.6	-1.6	-1.7	7.7	-1.1	2.9	4.1	-1.1	0.6
CC(=O)N1CC(=O)N(OCc2ccccc2)C1c1ccc(Cl)cc1Cl (stereo not given)	0.1	-0.1	2.6	1.1	-19.0	1.6	2.5	-0.6	2.4	1.7

Limited to Tn6 DDE FP and PRMT1 inh, for 2 of the compounds above:
| canonical_smiles | Tn6 DDE FP | PRMT1 inh |
| --- | --- | --- |
| Cc1cc(O)c(C(C[N+](=O)[O-])c2ccc(Cl)cc2)c(=O)o1 (stereo not given) | -3.4 | 3.7 |
| CC(=O)N1CC(=O)N(OCc2ccccc2)C1c1ccc(Cl)cc1Cl (stereo not given) | -0.6 | 2.4 |

The list continues:
SMILES	Tn7 DDE FP	proKLK7 act	MBD2 DNA inh	LEDGF integ inh	TDP2 absorb	UHRF1 binding	TCR-CD3 inh	Tn6 DDE FP	PRMT1 inh	SIAE inh
CC(C)=C1Cc2ccccc2C1=O	5.1	-0.7	-6.9	2.9	-18.2	0.7	10.7	2.4	-4.5	-13.4
CC(C)C(NC(=O)c1ccc(C(C)(C)C)cc1)C(=O)NCCc1ccccn1 (stereo not given)	2.7	0.0	-2.9	-3.5	-15.1	-0.1	0.3	6.3	0.0	-1.9
CCOC(=O)[C@]12CCCC=C1N(CCCOC)C(=O)[C@@H]2CC(=O)N1CCN(C(=O)C2CC2)CC1	-4.7	0.1	2.9	-0.8	-5.0	1.0	x	3.4	6.5	0.5
O=C(NC1CCCCC1)C1CCCN(c2nnnn2-c2ccccc2)C1 (stereo not given)	5.3	-0.3	4.0	-0.5	12.3	-5.0	0.6	-0.4	-1.3	0.0
Cc1ccccc1-n1c(=O)n(Cc2ccc(C(=O)O)cc2)c(=O)c2[nH]cnc21	4.8	0.4	2.9	2.0	-13.6	0.2	4.1	8.7	-1.3	-0.5
CCC(C)Nc1nc(N)c([N+](=O)[O-])c(NCCO)n1 (stereo not given)	5.7	-0.6	-2.4	-0.1	0.4	0.7	0.6	-4.2	3.8	-2.5
O=C(Nc1cccc(-c2nc3ccccc3o2)c1)c1cccnc1	-2.1	0.1	-1.1	4.5	4.8	-3.3	0.6	8.7	-2.0	-2.8
Cc1c(Br)ccc(NC(=O)CCN2C(=O)C3C4CCC(C4)C3C2=O)c1C (stereo not given)	-2.2	-0.3	3.4	1.0	16.6	0.3	-6.3	-3.6	0.4	4.9
OC[C@@H]1CN(Cc2ccncc2)C[C@H](n2cnc3c(NC4CC4)ncnc32)O1	-1.3	0.3	7.8	2.3	-1.8	3.5	-11.1	-3.7	-0.3	8.5
CC(C)C(NC(=O)c1ccco1)C(=O)OCC(=O)Nc1ccc(C(N)=O)cc1 (stereo not given)	-2.5	0.5	-7.4	3.0	-3.7	1.5	1.7	5.7	-2.5	7.4
COC(=O)/C=C/c1ccc2c(c1)S(=O)(=O)N(Cc1ccc(OC)cc1)[C@H]2CC(=O)OC	3.3	0.2	0.1	-0.5	8.8	1.7	-1.4	1.9	0.3	6.5
CC(C)Nc1nc(NCCOc2ccccc2Cl)c2sccc2n1	-4.7	-0.3	3.6	0.8	2.8	0.7	-2.8	-2.5	-3.0	5.3
COc1ccc(-c2nc(Cn3c(SCc4ccc(F)cc4)nc4ccncc43)c(C)o2)cc1OC	5.7	-1.9	0.6	-3.4	6.2	-0.9	-2.6	-5.2	0.5	-4.5
C[C@@H](C(=O)NCCCCCC(=O)O)n1nnc2ccccc2c1=O	3.4	0.0	0.0	-0.5	-8.1	-0.6	4.9	3.3	-0.8	-6.4
CC1(C)C[C@H]2C3=CCC4[C@@]5(C)CC[C@H](O)[C@](C)(CO)C5CC[C@@]4(C)[C@]3(C)C[C@H]3O[C@@H]1[C@H](O)[C@]32CO (stereo not given in full)	10.3	0.3	-5.7	1.3	-1.5	-0.8	2.3	4.9	-1.9	6.1
O=C(C(=O)N1CCC(CNS(=O)(=O)c2ccc3ccccc3c2)CC1)c1cc2ccccc2o1	7.0	1.0	-3.4	-0.2	-9.3	1.2	-2.3	1.5	-1.2	-9.7
COCCCNc1nc(-c2ccncc2)nc2ccccc12	-2.4	0.2	-4.1	-2.3	-3.3	-0.6	-1.3	-7.0	-1.4	0.2
Cc1cc(-c2nn(-c3ccccc3F)cc2CN2CCC(C(N)=O)CC2)c(C)s1	6.7	0.4	6.1	-3.0	-14.2	-1.0	6.9	-0.8	-2.0	-1.5
COc1cc(-c2nc3ccc(C)cn3c2NCc2ccccc2)ccc1SC1CCCCC1	-0.1	-49.9	-3.0	-2.6	-7.9	-0.8	11.3	-5.8	3.3	5.5
Cc1ccc(-n2nnnc2SCc2nc3sc(C)c(C)c3c(=O)[nH]2)cc1	1.7	-0.7	6.4	-4.2	-4.4	-0.6	-2.7	1.8	1.1	-16.0
Cc1ccc(C2N=C(N)Nc3nc(=O)c4ccccc4n32)cc1 (stereo not given)	-4.7	1.4	-6.4	7.6	-11.1	0.9	-1.7	-6.3	-5.5	-4.7
COc1cc(CN2CCCCC2C(=O)Nc2ccc(Oc3ccccc3)nc2)ccc1O (stereo not given)	-1.5	0.1	-1.9	2.4	-25.1	3.1	-3.0	-0.9	-1.6	-0.2
COc1ccc(C)cc1NC(=O)c1ccc(S(=O)(=O)N2CCOCC2)cc1	4.2	0.0	1.5	0.4	17.1	6.1	-7.1	-5.5	-1.6	-2.3
CCOc1cc(S(=O)(=O)n2cnc(C)c2)ccc1Cl	0.4	0.6	-4.2	1.2	14.2	-1.3	8.1	-6.5	1.5	1.2
CCC(CC)c1nc(C#N)c(NC(C)c2ccccc2)o1 (stereo not given)	2.7	-0.2	-6.1	-6.0	-14.7	-3.6	10.8	7.0	-2.0	-2.2
CCOC(=O)C(O)(CC(=O)c1ccc(OC)cc1)C(F)(F)F (stereo not given)	1.7	0.6	-7.2	2.1	4.8	-3.5	-1.6	-0.1	-1.0	-3.2
CCCN1CCCc2ccccc21	-0.9	-0.2	2.5	-5.8	4.5	0.5	-2.5	-4.2	1.5	-3.0
O=C(CC1C(=O)N(c2ccccc2)C(=O)N1C1CCCCC1)Nc1ccccc1 (stereo not given)	3.5	0.1	-5.0	-0.4	-14.5	-2.2	1.0	10.0	-2.0	9.1
